Screening results from PubChem BioAssay.
Giardia FBPA inh: qHTS Assay for Inhibitors of Fructose-1,6-bisphosphate Aldolase from Giardia Lamblia; purified Giardia FBPA; Potency, µM (titrated, usually from 59.6 µM), inactives show top-dose activity, negative = inhibition, most hits filed as inhibitors; 0.71% of 290,000 active; further: potency means the concentration at half of the fitted maximal effect; on the % scale 0 is the no-effect control and ±100 the full control effect; nearly all actives have a fitted effect of over 55% in size
Target sequence (A8B2U2 whole entry, looked up): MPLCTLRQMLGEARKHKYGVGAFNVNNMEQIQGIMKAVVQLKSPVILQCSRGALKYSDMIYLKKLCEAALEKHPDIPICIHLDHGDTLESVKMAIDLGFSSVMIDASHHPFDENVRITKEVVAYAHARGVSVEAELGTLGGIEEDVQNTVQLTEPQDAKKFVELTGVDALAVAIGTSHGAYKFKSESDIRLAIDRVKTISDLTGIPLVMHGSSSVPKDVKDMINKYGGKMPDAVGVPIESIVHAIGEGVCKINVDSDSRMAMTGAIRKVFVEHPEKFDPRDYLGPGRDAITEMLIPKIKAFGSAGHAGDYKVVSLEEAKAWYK
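Giardia FBPA (40 nM reagent) was preincubated 10 min at RT with compound (up to 57.5 uM final), then substrate plus GAPDH/TPI/NAD/arsenate coupling system with diaphorase/resazurin was added; resorufin fluorescence (525/598 nm) was read after 20 min.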
Shiga toxin inh: A qHTS for Small Molecule Inhibitors of Shiga Toxin; Vero cells, Shiga toxin protein synthesis inhibition reporter; inhibition, % at 38.7 µM; 9.2% of 290,000 active; in the data active means inhibition mostly above about 28%, no sharp cut-off; inactive means mostly below about 43%; further: 0% is about no effect
Pf growth 48h: Primary qHTS for delayed death inhibitors of the malarial parasite plastid, 48 hour incubation | 5.9% of 310,000 active | Potency, µM (doses to about 28.7 µM), without a hit: at the highest dose activity change, negative = inhibition, actives largely listed as inhibitors | P. falciparum luciferase growth in erythrocytes, 48 h | AID 504832, 2011; further: potency means the concentration at half of the fitted maximal effect; on the % scale 0 is the no-effect control and ±100 the full control effect
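Luciferase-expressing parasites in RBCs, 2% Hct / 0.1% parasitemia final; RPMI 1640 + 0.5% Albumax; 37 C, 5% CO2, one generation; luminescence read-out, lower signal = inhibition.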
Sm TGR block: qHTS Assay for the Inhibitors of Schistosoma Mansoni Peroxiredoxins; Schistosoma mansoni thioredoxin glutathione reductase (TGR), Q962Y6; purified TGR, DTNB reduction, TNB absorbance 405 nm; Potency, µM (doses to about 114 µM), inactives show at the highest dose activity change, negative = inhibition, most hits filed as inhibitors; 3% of 360,000 active; further: potency means the concentration at half of the fitted maximal effect; on the % scale 0 is the no-effect control and ±100 the full control effect; nearly all actives have a fitted effect of over 60% in size
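TGR 20 nM + NADPH 100 uM (dispensed conc.), cpd preinc 15 min RT; start with NADPH (500 uM addition) then DTNB (15 mM addition). Kinetic TNB absorbance, 405 nm filter. Four-parameter Hill fit across titration.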
CHX counter: Cycloheximide Counterscreen for Small Molecule Inhibitors of Shiga Toxin | cell reporter, cycloheximide protein synthesis inhibition counterscreen | max response, % | 12% of 300,000 active; in the data active means max response mostly above about 13%, no sharp cut-off; inactive means mostly below about 14%; further: read at 38.3 µM for the half of the compounds with a filed dose; 0% is about no effect
Pf growth 96h: Primary qHTS for delayed death inhibitors of the malarial parasite plastid, 96 hour incubation. 6.9% of 320,000 active. AID 504834, 2011. Potency, µM (series often up to 28.7 µM), for the others: at the highest dose activity change, negative = inhibition, actives largely listed as inhibitors. P. falciparum luciferase reporter growth, 96 h; further: potency means the concentration at half of the fitted maximal effect; on the % scale 0 is the no-effect control and ±100 the full control effect
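Infected RBCs, 2% Hct / 0.05% parasitemia final; luciferase-reporter P. falciparum; cpd 96 h, 37 C, 5% CO2; luciferase detection reagent; luminescence.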
Numbers without * were called inactive; u = inconclusive; x = no result given; [ ] = remark or other dose. Unless noted, the call rests on the fitted dose curve; in most records, active means well fitted curve in the direction sought with a large enough effect; inconclusive means small, poorly fitted or top-dose-only effect, or another doubt; inactive means no such curve, though single readings can be large; an effect the other way counts as inactive or inconclusive.

smiles,CHX counter,Giardia FBPA inh,Shiga toxin inh,Pf growth 48h,Sm TGR block,Pf growth 96h
O=C(NCc1cccs1)c1cc(-c2cccc(Cl)c2)on1,26*,15%,44*,70%[activator],0%,14%
Cc1cc(Cl)ccc1OCCCC(N)=O,-2,3%,13,13%,0%,19%
C/C(=C/CCC(C)C1CCC2(C)C3CCC4C(C)(C)C(=O)CCC4(C)C3=CCC12C)C(=O)O (stereo unspecified),1,10%,2,u,7%,21%
O=C(CNc1cccc(Cl)c1)c1ccc(Cl)cc1,8,8%,32,u,-23%,u
NC(=O)c1ccc(-c2noc(-c3ccccc3F)n2)cc1,x,x,x,236%[activator],8%,227%[activator]
Cc1ccc(C(C)(C)C)c(OCCN2CCCC2)c1,7,-17%,-1,26%,4%,-14%
CCCCC(=O)N/N=C/c1c(O)n(CCCC)c(=S)[nH]c1=O,4,-17%,6,u,15%,u
CCCOc1cccc(C(=O)N(Cc2cccs2)C2CCS(=O)(=O)C2)c1 (stereo unspecified),-6,3%,17,-8%,-2%,-6%
Cc1ccc(S(=O)(=O)NC2(C(F)(F)F)NC(=O)N(C)C2=O)cc1 (stereo unspecified),-3,1%,9,19%,-3%,1%
Cc1ccc(C(=O)Nc2ccc3c(c2)OCCO3)o1,31*,-15%,35,x,-2%,275%[activator]
CCc1cc(=O)oc2c(C)c(OCC(=O)NCCCN3CCCC3=O)ccc12,-1,-7%,-7,u,-3%,u
O=C(Nc1c2c(nn1-c1ccccc1)CS(=O)(=O)C2)c1ccc2c(c1)OCO2,-2,x,-11,u,8%,-19%
CC1CCN(Cc2c(C(=O)N/N=C/c3cc(Br)ccc3O)nnn2-c2nonc2N)CC1,-3,16%,-3,u,2%,u
Nc1nc(Nc2ccc(Cl)cc2)nc(NCCO)c1[N+](=O)[O-],1,-10%,20,u,-5%,-19%
C=CCn1cc(C(=O)N2CCN(c3ccccc3)CC2)c(=O)c2cc(S(=O)(=O)N3CCCC3)ccc21,-8,x,-13,u,-4%,29%
CS(=O)(=O)N(CC(=O)Nc1ccc2c(c1)OCCO2)Cc1ccccc1,0,7%,-6,-6%,7%,x
CC(=O)Nc1ccc(NC(=O)COc2ccc3c(c2)CCC3)cc1,6,4%,-3,-1%,7%,1%
Cc1ccc(S(=O)(=O)Nc2ccc3oc(=O)sc3c2)c(C)c1,9,-8%,-8,u,0%,17%
COc1ccc(-n2ncc3c2CC(C)(C)CC3NC(=O)CCC2=NNC(=O)CC2)cc1 (stereo unspecified),-2,x,-6,5%,-1%,u
O=c1c2ccccc2nc(Cc2ccccc2)n1-c1cccc(O)c1,6,-2%,53,-47%,13%,34%[activator]
O=C(CSc1nc2ccccc2s1)N1c2ccccc2Sc2ccc(C(F)(F)F)cc21,2,0%,-8,15µM*,4%,u
Cc1cc(NC(=O)NCc2ccccc2)c(=O)n(Cc2ccccc2F)c1,2,-19%,-5,8%,0%,u
COc1ccc(C)cc1NC(=O)c1[nH]c(C)c(C(C)=O)c1C,6,-9%,14,1%,-6%,-11%
Cc1nnc(Nc2ccc(F)cc2)c2ccccc12,-2,-8%,17,38%[activator],-2%,u
CC(C)c1ccc(NC(=O)CCNS(=O)(=O)c2ccc3[nH]c(=O)oc3c2)cc1,-3,x,-14,-10%,10%,26%
N#CCc1nc2ccc(S(=O)(=O)N3CCOCC3)cc2s1,1,0%,-2,15µM*,21%,13µM*
Cc1cccc(CSC2=NCCN2S(=O)(=O)c2ccc(F)cc2)c1,-2,-17%,7,-18%,7%,u
Cc1ccc(NC(=O)COC(=O)Cc2c(F)cccc2Cl)cc1S(=O)(=O)N1CCOCC1,x,x,x,u,-7%,29%
COc1cccc(COC(=O)CCNC(=O)c2ccc(Br)cc2)c1OC,x,x,x,31%[activator],-7%,22%
CCCc1cc(=O)[nH]c(SCc2cc(C(=O)OC)c(C)o2)n1,-2,0%,14,-11%,0%,-3%
O=C(NCCCN1CCCC1)Nc1ccccc1[N+](=O)[O-],-3,-15%,-1,16%,6%,43%[activator]
COc1ccc(C)cc1NC(=O)CN1CCN(C/C=C/c2ccccc2)CC1,0,-4%,-18,u,-9%,x
C=CCNC(=O)c1onc(CSc2cc(C)cc(C)c2)c1C(=O)NCC=C,-2,2%,-7,u,0%,u
O=C1c2cccc3cccc(c23)C(=O)N1Cc1ccccc1,0,1%,-11,-4%,15%,0%
CCOC(=O)C1CCN(C(=O)COc2cc(C)c(Br)c(C)c2)CC1,-1,-3%,3,11%,6%,x
CCN1CCN(C(=O)C2(NC(=O)Nc3cccc(F)c3)CCCCC2)CC1,-2,6%,-7,-3%,0%,-11%
CC(/C=N/NC(=O)COc1ccccc1C)=N\NC(=O)COc1ccccc1C,-8,x,12,-3%,2%,u
Cc1ccc(C)c(NC(=O)CN(C)C(=O)/C=C/c2ccco2)c1,10,12%,-1,-6%,-22%,7%
O=S(=O)(c1ccc(Cl)cc1)N1CCCC1c1nc(-c2cccc(Cl)c2)no1 (stereo unspecified),-3,-4%,15,-20%,4%,6%
CS(=O)(=O)N(CC(=O)N1CCCCC1)c1cccc(F)c1,-3,5%,-8,22%,13%,-15%
CCCCCCn1c(=O)c(C(=O)N/N=C/c2cccc(F)c2)c(O)c2ccccc21,-10,14%,-11,16%,2%,-20%
COC(=O)c1ccc(C(=O)NCCCCO)cc1,3,4%,-1,65%[activator],0%,u
Cc1nc2c(-c3ccccc3)c(C)nn2c(C)c1CC(=O)O,2,17%,-17,8%,0%,u
CC(=O)c1ccc(N2C(=O)C3C(C2=O)C(C(=O)c2ccc(Cl)cc2)N2CCCC32)cc1 (stereo unspecified),10,-9%,61,u,13µM*,-8%
O=c1c2oc3nc4c(cc3c2ncn1CCCc1ccccc1)CCCC4,20*,-3%,70*,u,-4%,u
O=C(Nc1ccc(Cl)c(Cl)c1)N1CC=CCC1,33*,-11%,86*,273%[activator],0%,74%[activator]
CCSC1=NC(C)(C)C=C(C)N1,-2,2%,-4,16%,-4%,-2%
O=C(NC1CC1)C1=C[C@H](c2ccc3c(c2)OCO3)C[C@H](OCc2ccc(CO)cc2)O1,2,0%,-4,22%,-13%,57%[activator]
O=[N+]([O-])c1ccc(N2CCCCCC2)c2nonc12,13,1%,x,0%,1%,0%
O=C(c1ccc(OC2CCN(CCc3ccccc3)CC2)cc1)N1CCC(CO)CC1,-4,-5%,-10,-28%,2%,u

Later entries:
smiles,CHX counter,Giardia FBPA inh,Shiga toxin inh,Pf growth 48h,Sm TGR block,Pf growth 96h
CCCc1[nH]c2ccc(C#N)cc2c1CCC,-1,9%,-7,22%,-6%,-19%
Cc1cc([N+](=O)[O-])nn1CCCC(=O)Nc1cc(Oc2ccccc2)cc([N+](=O)[O-])c1,0,-6%,-11,32%[activator],2%,13%
Cc1ccccc1OCCCCn1c(CO)nc2ccccc21,-3,6%,-3,u,-2%,u
NC(=O)CN1CCN(c2cccc(Cl)c2)CC1,-4,4%,-14,11%,4%,u
Cc1ccc2nc(C3CCN(S(=O)(=O)c4ccc5ccccc5c4)CC3)[nH]c2c1,-1,8%,-9,u,0%,u
COc1ccc(C(=O)NCCN2CCN(C(=O)c3ccc(OC)cc3)CC2)cc1,-3,2%,-9,u,-22%,16%
COc1ccc(C(=O)CSc2nnc(CN3CCCCC3)n2-c2ccc(F)cc2)cc1OC,-3,4%,-16,-5%,-5%,-29%
CCOc1ccc(OCCCC(=O)Nc2cc(Cl)ccc2-n2cncn2)cc1,x,x,x,-30%,-1%,-6%
COc1ccc(N(CC(=O)Nc2ccc3c(c2)OCO3)S(=O)(=O)c2ccccc2)cc1,13,-8%,12,u,x,-8%
CC(C)CNC(=O)c1cccc(NC(=O)COc2cccc([N+](=O)[O-])c2)c1,-1,5%,13,-23%,4%,u
Cc1ccccc1Cn1c(=O)sc2ccccc2c1=O,11,-2%,23,u,2%,1%
O=C(COC(=O)c1ccccc1)NC(=O)NC1CCCC1,x,x,x,-12%,-9%,36%[activator]
Cc1cccc(-n2c(SCc3cc(=O)n4c(C)cccc4n3)nc3[nH]ncc3c2=O)c1,-2,-5%,-4,u,23%,x
Cc1cc([N+](=O)[O-])cc2ncccc12,-4,-6%,-7,10%,6%,x

Given with two lines to a compound: part of the list above.
Values run as follows: CHX counter, Giardia FBPA inh, Shiga toxin inh, Pf growth 48h, Sm TGR block, Pf growth 96h
> O=C(c1ccc(OC2CCN(CCc3ccccc3)CC2)cc1)N1CCC(CO)CC1
 : -4, -5%, -10, -28%, 2%, u
> CCCc1[nH]c2ccc(C#N)cc2c1CCC
 : -1, 9%, -7, 22%, -6%, -19%
> Cc1cc([N+](=O)[O-])nn1CCCC(=O)Nc1cc(Oc2ccccc2)cc([N+](=O)[O-])c1
 : 0, -6%, -11, 32%[activator], 2%, 13%
> Cc1ccccc1OCCCCn1c(CO)nc2ccccc21
 : -3, 6%, -3, u, -2%, u
> NC(=O)CN1CCN(c2cccc(Cl)c2)CC1
 : -4, 4%, -14, 11%, 4%, u
> Cc1ccc2nc(C3CCN(S(=O)(=O)c4ccc5ccccc5c4)CC3)[nH]c2c1
 : -1, 8%, -9, u, 0%, u
> COc1ccc(C(=O)NCCN2CCN(C(=O)c3ccc(OC)cc3)CC2)cc1
 : -3, 2%, -9, u, -22%, 16%
> COc1ccc(C(=O)CSc2nnc(CN3CCCCC3)n2-c2ccc(F)cc2)cc1OC
 : -3, 4%, -16, -5%, -5%, -29%
> CCOc1ccc(OCCCC(=O)Nc2cc(Cl)ccc2-n2cncn2)cc1
 : x, x, x, -30%, -1%, -6%
> COc1ccc(N(CC(=O)Nc2ccc3c(c2)OCO3)S(=O)(=O)c2ccccc2)cc1
 : 13, -8%, 12, u, x, -8%
> CC(C)CNC(=O)c1cccc(NC(=O)COc2cccc([N+](=O)[O-])c2)c1
 : -1, 5%, 13, -23%, 4%, u
> Cc1ccccc1Cn1c(=O)sc2ccccc2c1=O
 : 11, -2%, 23, u, 2%, 1%
> O=C(COC(=O)c1ccccc1)NC(=O)NC1CCCC1
 : x, x, x, -12%, -9%, 36%[activator]
> Cc1cccc(-n2c(SCc3cc(=O)n4c(C)cccc4n3)nc3[nH]ncc3c2=O)c1
 : -2, -5%, -4, u, 23%, x
